Screens (PubChem BioAssay)
GPR7 antag – GPR7 receptor antagonists, primary screen, cell-based, fluorescence, single concentration; Neuropeptides B/W receptor type 1 (Homo sapiens), P48145; GPR7-expressing cells, fluorescence antagonist assay; inhibition, % at 4.4 µM; 1.1% of 290,000 active; in the data active = inhibition above about 16%, passing the limit was not always enough;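 also: cells stimulated with the agonist NPW; 0% = agonist with vehicle and 100% = vehicle without agonist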
Target sequence (P48145 whole entry, looked up): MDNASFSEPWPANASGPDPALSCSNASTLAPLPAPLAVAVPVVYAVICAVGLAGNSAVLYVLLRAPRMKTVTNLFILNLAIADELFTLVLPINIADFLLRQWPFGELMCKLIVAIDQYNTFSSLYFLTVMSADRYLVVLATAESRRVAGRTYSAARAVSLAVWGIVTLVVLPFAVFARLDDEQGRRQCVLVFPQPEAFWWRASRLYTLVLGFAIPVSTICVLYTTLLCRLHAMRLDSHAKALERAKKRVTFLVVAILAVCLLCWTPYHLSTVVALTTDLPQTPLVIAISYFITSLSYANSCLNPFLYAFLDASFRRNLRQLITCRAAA
TAAR1 antag – human TAAR1 antagonists, primary screen, Fluo-8 calcium fluorescence, CHO RD-HGA16 cells; Trace amine-associated receptor 1 (Homo sapiens), Q96RJ0; antagonist; inhibition, % at 3 µM; 1.5% of 360,000 active;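 active = inhibition above a per-plate cutoff, the mean inhibition of test compounds on that plate plus 3 SD, cut at about 49% in these data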;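 also: 0% = DMSO plus EC80 beta-PEA response and 100% = DMSO alone without agonist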
Target sequence (Q96RJ0 whole entry, looked up): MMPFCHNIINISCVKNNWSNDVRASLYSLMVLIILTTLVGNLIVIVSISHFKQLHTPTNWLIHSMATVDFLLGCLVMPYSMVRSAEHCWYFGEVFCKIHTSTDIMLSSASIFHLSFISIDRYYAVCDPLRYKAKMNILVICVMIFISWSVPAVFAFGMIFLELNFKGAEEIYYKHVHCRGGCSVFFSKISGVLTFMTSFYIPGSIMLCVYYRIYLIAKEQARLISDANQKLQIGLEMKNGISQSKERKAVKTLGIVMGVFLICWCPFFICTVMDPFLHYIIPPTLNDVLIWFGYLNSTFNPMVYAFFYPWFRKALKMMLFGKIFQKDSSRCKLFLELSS
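Material: RD-HGA16 CHO cells with stable hTAAR1 and Gα16; Dosing: single nominal final test compound concentration of 3 µM; Schedule: seeding 17-24 h prior, 75-min 37 °C, 30-min RT dye loading; Detection: kinetic Fluo-8 calcium fluorescence measurement; Measure: % inhibition from peak post-agonist over basal fluorescence ratio; Benchmarks: vehicle and agonist controls.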
V1aR counter – agonists of human V1a receptor, primary screen, counter-screen for OXTR agonist project, fluorescence, CHO-V1R cells; Fluo-8 calcium fluorescence, agonist mode; 0% DMSO, 100% 3 nM vasopressin; 0.25% of 320,000 active; activation, % at 3 µM; Vasopressin V1a receptor (Homo sapiens), P37288;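 active = activation above the mean activation of all tested compounds plus 3 SD, per screening run, cut at about 20% in these data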;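 also: signal is peak over basal fluorescence ratio across a 100 second FLIPR read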
CHO parental Ca – ATP-evoked calcium signal inhibitors, parental CHO, primary screen, counter-screen for OX1R antagonist project, cell-based, fluorescence, Fluo-8 calcium dye. 0.63% of 330,000 active. inhibition, % at 5.6 µM. parental CHO-K1, ATP-induced calcium, Fluo-8 fluorescence. AID 463079, 2010;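 active = inhibition above that plate's mean sample inhibition plus 3 SD, cut at about 26% in these data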;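 also: 0% = ATP-challenged DMSO wells and 100% = DMSO wells without ATP; some compounds past the cut are filed as inactive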
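Assay system: untransfected parental CHO cell line. Also added: ATP agonist challenge. Dosing: one dose, 5.6 µM nominal. Measured by: Fluo-8 fluorescence. Read-out: % inhibition. Benchmarks: ATP wells versus no-ATP DMSO wells. Repeats: no replicates.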
M1 ag parental – counter-screen for M1 agonists: effect in parental CHO-K1 cells | activation, % at 3 µM | 0.48% of 360,000 active | Fluo-8 calcium fluorescence; scaled to maximal ATP response, vehicle zero; in the data active = activation above about 15%;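 also: untransfected CHO-K1 host cells lacking M1 receptor as counterscreen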
OXTR ag – human OXTR agonists, primary screen, fluorescence, CHO-OTR cells, Fluo-8 calcium. activation, % at 3 µM. Fluo-8 calcium fluorescence; normalized: DMSO 0%, oxytocin 100%. 0.32% of 320,000 active;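 active = activation above the mean of all tested compounds plus 3 SD, cutoff set per screening run, cut at about 20% in these data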;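 also: peak over basal fluorescence ratio from a 100 s FLIPR kinetic read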
Target sequence (P30559 whole entry, looked up): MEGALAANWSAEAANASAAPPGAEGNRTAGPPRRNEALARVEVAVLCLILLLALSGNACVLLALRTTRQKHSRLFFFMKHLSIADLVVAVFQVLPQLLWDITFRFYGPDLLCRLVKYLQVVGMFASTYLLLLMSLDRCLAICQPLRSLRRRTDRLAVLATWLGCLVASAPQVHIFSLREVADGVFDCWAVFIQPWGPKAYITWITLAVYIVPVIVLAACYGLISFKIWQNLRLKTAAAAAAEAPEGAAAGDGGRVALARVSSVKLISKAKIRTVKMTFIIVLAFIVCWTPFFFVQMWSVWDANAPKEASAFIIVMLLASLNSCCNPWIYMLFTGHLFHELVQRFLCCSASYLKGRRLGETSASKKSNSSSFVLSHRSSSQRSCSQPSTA
CHO-K1 Ca antag – counter-screen for M1 antagonists: effect in parental CHO-K1 cells; ATP-induced calcium, Fluo-8 fluorescence; inhibition, % at 3 µM; 0.6% of 360,000 active;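 active = inhibition above a per-plate cutoff, the plate's mean sample inhibition plus 3 SD, cut at about 24% in these data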;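 also: 0% = DMSO plus EC80 ATP and 100% = DMSO alone without ATP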
CHO-K1 Ca PAM – nonselective calcium activators in parental CHO-K1 cells, primary screen, counter-screen for M1 PAM project, cell-based, Fluo-8 calcium fluorescence, full deck, 1536-well. ATP EC20; 0% at ATP EC20, 100% at ATP max. activation, % at 3 µM. 0.02% of 360,000 active;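 active = activation above the run cutoff, the mean activation of all test compounds plus 3 SD, cut at about 40% in these data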;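 also: peak over basal fluorescence ratio in a 140 s read after ATP addition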
OXTR potentiator – human OXTR potentiators, primary screen, fluorescence, CHO-OTR cells, Fluo-8 calcium; activation, % at 3 µM; AID 2445, 2010; Fluo-8 calcium fluorescence, potentiator mode; 0% = oxytocin EC15, 100% = EC100; 0.061% of 320,000 active;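 active = activation above that plate's cutoff, the mean activation of tested compounds plus 3 SD, cut at about 6.6% in these data, passing the limit was not always enough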;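 also: 100% uses oxytocin at 75 nM as the full agonist control; some results filed as inactive read as strong as hits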
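Assay system: CHO cell line stably expressing human OTR | Also added: Oxytocin at about EC15, sub-maximal agonist stimulus | Times: Compound 6 min at room temperature before oxytocin, 100 s read | Measured by: Fluo-8 intracellular calcium fluorescence, ex 470-495, em 515-575 nm | Controls: EC15 oxytocin alone as 0%, 75 nM oxytocin as 100%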
Starred values were filed as active, the others as inactive; . = not tested or not shown. This is a random part of the collection. Share with any hit: about 3.5%.

no.	SMILES	GPR7 antag	TAAR1 antag	V1aR counter	CHO parental Ca	M1 ag parental	OXTR ag	CHO-K1 Ca antag	CHO-K1 Ca PAM	OXTR potentiator
1	CC(C)(C)c1ccc(OCCC(=O)NCCc2ccc(S(N)(=O)=O)cc2)cc1	-1	-6	.	.	6.7	.	-6	9	.
2	CCC(C)c1ccccc1NC(=O)C(C)N(C)Cc1cccc(OC)c1 (stereo not drawn)	-9	-10	-1.2	-22	2.1	-2.8	-20	24	-13
3	Cn1cc([N+](=O)[O-])c(C(=O)NC2CCCC2)n1	7	-13	.	.	0.4	.	11	-10	.
4	COc1cccc(COc2ccccc2C2Nc3ccc(Br)cc3C(=O)N2NC(=O)c2ccncc2)c1 (stereo not drawn)	-2	-5	-1.2	-20	-0.7	-0.2	-13	28	-7
5	Cc1ccc(Cl)cc1NC(=O)C(=O)N1CCCCC1	-3	7	-0.2	-11	0.5	-1.2	-8	25	0
6	N/C(=N\OC(=O)C1CC1)c1ccc([N+](=O)[O-])s1	-10	8	0.3	-2	1.8	0.8	-2	9	-1
7	Cc1cccc(-c2noc(CN(C)C(=O)c3ccoc3C)n2)c1	-3	11	5.2	-11	8.9	7.0	-10	14	-1
8	O=C(NC1=NCCS1)c1ccc([N+](=O)[O-])cc1Cl	-4	2	-0.2	-9	-0.6	-0.5	20	-13	-3
9	COCc1cc(C)nc(SCC(=O)NCc2ccco2)c1C#N	-1	19	1.9	-5	-0.2	1.4	0	-4	1
10	CCCNCc1cc(OC)c(OCc2ccccc2)cc1Br	14	-22	2.4	-9	1.9	5.0	-22	13	1
11	C[C@@H]1CN([C@@H](C)CO)C(=O)CCCn2nncc2CO[C@H]1CN(C)Cc1ccc(-c2ccccc2)cc1	.	-11	.	.	0.5	.	-5	12	.
12	Cc1ccc(Nc2nc(N)nc(CSc3nccn3C)n2)c(C)c1	-18	6	-0.8	-13	0.9	0.2	-12	19	1
13	COc1ccc(C(=O)NCCc2ccc(S(N)(=O)=O)cc2)cc1OC	9	11	0.9	1	0.0	2.1	-7	18	5
14	CC(On1nnc2ccc(S(=O)(=O)N3CCOCC3)cc21)C(=O)Nc1ccccc1F (stereo not drawn)	.	11	0.7	-23	1.2	-0.5	-7	16	-8
15	C[C@H](NC(=O)C1CCN(S(=O)(=O)c2ccccc2)CC1)C(=O)NCc1ccc(Cl)cc1Cl	7	24	14	-10	6.3	6.3	-20	16	-7
16	CCC1CCc2sc(C(=O)OCC(=O)N(CCOC)c3c(N)n(Cc4ccccc4)c(=O)[nH]c3=O)cc2C1 (stereo not drawn)	.	-7	-0.4	-30	0.2	-0.4	-1	2	0
17	COc1cc(CN2CCc3c([nH]c4ccccc34)C2)cc(OC)c1	23	15	3.1	-5	0.4	2.9	-11	14	-5
18	CN(C)C(=O)C1OC(C)(C)OC1C(=O)N(C)C (stereo not drawn)	-4	9	0.4	-14	-0.1	1.5	-16	17	-3
19	CCN(C(=O)Cn1c(=O)oc2ccccc21)c1cccc(C)c1	-10	-17	-0.4	-4	3.3	-0.7	-17	11	-3
20	C=CCOc1ccccc1CNCc1cccnc1	-3	2	1.1	-11	0.8	0.8	-5	18	-4
21	CCCN(CC(=O)Nc1ccccc1OC)C(=O)c1cc2ccccc2o1	-11	31	-1.6	-20	2.4	-1.2	-20	11	-7
22	COc1ccc(C(=O)NCCCN2CCCC2=O)cc1	-2	-6	0.2	-5	0.3	1.0	-7	16	-9
23	CC(=O)Nc1ccc(NC(=O)C(C)OC(=O)c2ccc3[nH]c(C)c(C)c3c2)cc1 (stereo not drawn)	.	25	1.1	-7	1.2	2.1	-7	9	-12
24	COc1ccc(NC(=O)N(C)C[C@H]2Oc3ccc(NC(=O)c4ccncc4)cc3C(=O)N([C@H](C)CO)C[C@@H]2C)cc1	.	-9	1.4	-4	-0.1	1.5	-7	10	-4
25	CC1(C)OC1(C#N)c1ccccc1 (stereo not drawn)	.	3	.	.	-0.1	.	-4	-8	.
26	CCOC(=O)C1=C(SCC(=O)Nc2ccccc2)NC(=O)C(C#N)C12CCCCC2 (stereo not drawn)	-2	22	0.1	-26	1.6	0.6	-8	12	-14
27	CC(C)c1ccc(C2OCCCO2)cc1	.	-13	.	.	0.0	.	-4	10	.
28	COc1ccc(CSC2=NCCN2)cc1Cl	-6	-7	-0.6	-6	0.4	1.4	0	-5	6
29	CCOC(=O)/C(C#N)=C/C1=C(N2CCCC2)CC(C)(C)OC1	-5	0	0.0	-17	-0.1	-0.5	-6	8	-6
30	Oc1ccccc1-c1nnco1	.	-16	.	.	0.2	.	-14	14	.

Record cards, from the list above. Screens in order: GPR7 antag, TAAR1 antag, V1aR counter, CHO parental Ca, M1 ag parental, OXTR ag, CHO-K1 Ca antag, CHO-K1 Ca PAM, OXTR potentiator
COc1cccc(COc2ccccc2C2Nc3ccc(Br)cc3C(=O)N2NC(=O)c2ccncc2)c1 (stereo not drawn) in the list: -2, -5, -1.2, -20, -0.7, -0.2, -13, 28, -7
CC(On1nnc2ccc(S(=O)(=O)N3CCOCC3)cc21)C(=O)Nc1ccccc1F (stereo not drawn) in the list: ., 11, 0.7, -23, 1.2, -0.5, -7, 16, -8
C[C@H](NC(=O)C1CCN(S(=O)(=O)c2ccccc2)CC1)C(=O)NCc1ccc(Cl)cc1Cl in the list: 7, 24, 14, -10, 6.3, 6.3, -20, 16, -7
CCOC(=O)C1=C(SCC(=O)Nc2ccccc2)NC(=O)C(C#N)C12CCCCC2 (stereo not drawn) in the list: -2, 22, 0.1, -26, 1.6, 0.6, -8, 12, -14
C=CCOc1ccccc1CNCc1cccnc1 in the list: -3, 2, 1.1, -11, 0.8, 0.8, -5, 18, -4

More records follow:
no.	SMILES	GPR7 antag	TAAR1 antag	V1aR counter	CHO parental Ca	M1 ag parental	OXTR ag	CHO-K1 Ca antag	CHO-K1 Ca PAM	OXTR potentiator
31	C=CCn1c(SCC(=O)Nc2ccc(F)cc2)nnc1-c1cnccn1	2	-15	0.7	-19	1.0	0.9	0	-5	-9
32	CCC(=O)Nc1ccc(/C=C(\C(C)=O)C(=O)c2ccccc2)cc1	-5	6	1.4	-6	0.2	1.2	-2	4	5
33	Cc1cccc(-c2nnc3sc(-c4ccccc4C)nn23)c1	-7	31	0.0	2	0.2	-0.7	-3	6	-8
34	COc1ccc(C2/C(=C(/O)c3ccccc3)C(=O)C(=O)N2CC(C)O)c(OC)c1 (stereo not drawn)	-10	5	0.3	7	0.1	0.8	8	-4	-4
35	C=CCN1CCN(C(c2ccc(Cl)cc2)c2nnnn2CCc2ccc(OC)c(OC)c2)CC1 (stereo not drawn)	8	-10	4.1	-19	0.2	-0.2	0	-4	-7
36	COc1ccc(CNC(=O)CC[C@H]2O[C@@H](n3cc(C)c(=O)[nH]c3=O)C[C@@H]2O)cc1	.	3	.	.	0.7	.	-13	14	.
37	O=C(NCc1ccncc1)c1ccc(Cn2cc(C(F)(F)F)ccc2=O)cc1	-11	-1	-0.4	-10	0.3	0.4	9	2	-3
38	CCOC(=O)c1c(NC(=O)COC(=O)c2ccncc2)sc(C)c1C	-7	-13	-0.9	-23	1.1	-2.3	-8	-3	-10
39	O=C(CNS(=O)(=O)c1cccc(Cl)c1)Nc1ccc(-c2nc3ccccc3s2)cc1	-13	4	2.0	-2	-0.7	-0.4	21	-15	-6
40	O=C(O)CC1(CC(=O)Nc2ccc(Br)cc2)CCCCC1	-7	-6	-0.2	-1	0.7	0.9	-11	18	-2
41	Cc1ccc(OCCC(=O)N(CCC(C)C)c2c(N)n(Cc3ccccc3)c(=O)[nH]c2=O)cc1	.	.	-0.6	-13	-0.1	-0.9	-5	-20	0
42	Cc1cc(C)nc(SCc2ccc(C(=O)N/N=C/c3ccccn3)cc2)n1	0	-6	0.7	-8	5.0	-1.7	-5	11	-11
43	Cc1cccc(C(=O)C2CCN(S(=O)(=O)c3ccc(C(=O)O)cc3)CC2)c1	11	13	0.1	1	1.1	1.1	-7	3	-4
44	CN1CCN(CC(=O)n2c3c(c4ccccc42)CCCC3)CC1	16	-5	1.7	-14	1.5	2.6	-3	13	0
45	C/C(=N\O)c1sc(-c2ccccc2)nc1C	-20	-8	.	.	20*	.	5	2	.
46	COc1ccc(NS(=O)(=O)c2ccc(F)c(F)c2F)cc1S(=O)(=O)N1CCOCC1	.	12	-0.5	-11	0.2	0.1	-12	11	-6
47	CCOC(=O)NC(=S)Nc1ccc(C(C)(C)C)cc1	-10	11	0.1	-16	0.2	-1.9	-17	15	3
48	CCOC(=O)c1c(-c2ccc(C)cc2)csc1NC(=O)/C(C#N)=C/c1ccc(O)c(OC)c1	0	15	.	.	3.0	.	-4	22	.
49	O=C1Nc2cc(C(=O)N3CCOCC3)ccc2S/C1=C\c1ccccc1	1	-8	9.3	-14	3.8	5.5	7	-16	-6
50	O=C(CN1CCCCC1)Nc1cc(Cl)ccc1Oc1ccccc1	-24	7	-1.9	-27	0.2	-2.6	-10	11	-8
51	CCCn1c(CCNc2nc(-c3cccc(Br)c3)cs2)nc2ccccc21	.	10	.	.	0.0	.	-2	7	.
52	C/C(=N\NS(=O)(=O)c1ccc(C)c([N+](=O)[O-])c1)c1cccs1	-4	7	0.9	-14	-0.1	0.0	-4	13	-2
53	O=S(=O)(NCc1cccs1)NCc1ccccc1F	12	-11	-0.1	-2	-0.2	-1.8	14	-14	-12
54	Cc1ccc[n+](CC(=O)c2ccc(NC(=O)c3ccccc3)cc2)c1	7	7	0.6	3	0.4	-0.7	-2	15	-4
55	Cc1ccc(CN(C)C(=O)c2cccc(S(=O)(=O)N3CCc4ccccc43)c2)cc1	.	22	0.0	-18	0.5	-1.2	6	-17	-5
56	O=C1CCc2cc(NS(=O)(=O)c3ccc(F)cc3)cc3c2N1CCC3	.	-5	-0.3	-10	1.7	0.7	-1	-3	-9
57	CC(=O)Nc1ccc(N2CCCCC2)cc1	-14	0	0.3	6	0.9	0.2	-24	27	0
58	CC(C)COC(=O)C(C#N)c1nc2ccccc2nc1N1CCN(Cc2ccc3c(c2)OCO3)CC1 (stereo not drawn)	-15	-10	-0.8	-17	0.2	-0.2	-6	18	-7
